F508del corr = correctors of CFTR F508del function in bronchial epithelial cells; CFBE cells, YFP halide quenching; stimulated with forskolin plus potentiator P3; % fluorescence drop versus neutral controls; activity (quench increase), % at 7.58 µM; hit rate 0.36% among 350,000; AID 720511;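 active means mean added fluorescence quench of at least 8% versus neutral control, with both replicates also reaching 8%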;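 further: cells transiently co-express mutant CFTR-F508del with the halide-sensitive YFP; corrector assay measuring rescue of mutant channel to the surface after 24 h compound exposure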
PAX8 inh HTS = lowers PAX8-driven luciferase in RMG-I cells; hit rate 1.2% among 360,000; inhibition, % at 12.6 µM; RMG-I TPO-luciferase reporter, SteadyGlo, 24 h;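 active means mean replicate inhibition at least 60% with every replicate also reaching 60%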;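 further: luciferase light reporting Pax8 driven TPO promoter activity; plate controls were median of neutral control wells for no effect and mitoxantrone controls for full effect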
GSIS activator = GLuc luminescence reporter in INS-1E cells, primary screen for activators of glucose-dependent secretion of insulin; INS-1E GLuc reporter insulin secretion, 2-3 h; activation, % at 16.6 µM; hit rate 0.61% among 370,000; AID 743287;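 active means lowest replicate activation of at least 40%, so every replicate reaches that level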;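 further: 0% = median of neutral control wells and 100% = median of IBMX positive control wells; some compounds called inactive have numbers as strong as hits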
ERp5 block = inhibitors of human ERp5 | ERp5 insulin aggregation, absorbance 650 nm, 90 min | Q15084 | inhibition, % at 9.99 µM | hit rate 0.05% among 350,000;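 active means mean replicate inhibition above about 25%, with every replicate also reaching it, limit read from the data, passing the limit was not always enough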
Target sequence (Q15084 whole entry, looked up): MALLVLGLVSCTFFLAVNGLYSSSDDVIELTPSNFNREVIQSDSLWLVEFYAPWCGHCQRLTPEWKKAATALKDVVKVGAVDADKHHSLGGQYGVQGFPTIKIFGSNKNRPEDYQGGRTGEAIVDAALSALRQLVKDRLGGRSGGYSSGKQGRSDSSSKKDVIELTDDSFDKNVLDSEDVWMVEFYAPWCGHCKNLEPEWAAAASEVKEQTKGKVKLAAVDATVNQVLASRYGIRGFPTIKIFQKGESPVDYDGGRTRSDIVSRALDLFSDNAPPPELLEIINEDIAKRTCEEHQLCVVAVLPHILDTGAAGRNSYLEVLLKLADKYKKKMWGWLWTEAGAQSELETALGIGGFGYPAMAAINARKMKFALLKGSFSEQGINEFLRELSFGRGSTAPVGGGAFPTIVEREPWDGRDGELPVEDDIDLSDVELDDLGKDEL
EWS-Fli inh = EWS/Fli transcriptional activity inhibition | A673 NR0B1-luciferase reporter, viability-normalised | inhibition, % at 12.6 µM | hit rate 0.67% among 350,000 | AID 651661;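 active means mean inhibition of at least 50% after viability correction, with every replicate also passing that limit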;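 further: firefly luciferase signal divided by Alamar Blue viability fluorescence both relative to DMSO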
DENV2 CPE rescue = protects cells from dengue virus 2 cytopathic effect | DENV2-infected cells, cytopathic effect rescue, plate reader | CPE inhibition, % at 9.99 µM | hit rate 1.7% among 350,000 | AID 651640; in the data active means CPE inhibition above about 20%, passing the limit was not always enough; tested in BHK-21 cells;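 further: 0% = median of neutral control wells and 100% = median of positive control wells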
Xi reactivation = reactivates the inactive X chromosome in mouse fibroblasts | XiGFP mouse fibroblasts, % GFP-positive cells imaging, 3 d; cells co-treated with 5-aza-dC sensitizer; scaled so ellipticine positive control = 100% | activation, % at 7.58 µM | hit rate 0.055% among 360,000 | AID 743238;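 active means mean normalized replicate activation at least 10% and every replicate at or above 10%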;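 further: 0% = median of on-plate neutral control wells and 100% = ellipticine 6 µM median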
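Schedule: 3 d treatment, 15 min room-temperature fixation; system: 68-5-11 XiGFP fibroblast line; buffer or medium: DMEM plus 5-aza-dC sensitizer; control set: ellipticine 6 µM positive control; compound: one concentration, pinned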
ARNT-TACC3 inh = disrupts binding between human ARNT and TACC3 | inhibition, % at 9.99 µM | Q9Y6A5 | AID 623870 | hit rate 0.66% among 390,000 | AlphaScreen His-ARNT PAS-B/GST-TACC3 binding, luminescence; TACC3 fragment carries E629A point mutation;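 active means mean inhibition of replicates at least 50% and at least half of replicates each reaching 50%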;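 further: 0% = complete ARNT plus TACC3 wells and 100% = ARNT alone without TACC3; many hits fall short of the cut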
Active calls of the source: *.

O=C(NC1CCCCC1)N1CC(=O)N2[C@H](CO)[C@@H](c3ccc(-c4cccnc4)cc3)[C@@H]2C1 was read as F508del corr 1.9, GSIS activator 5, ERp5 block -7, EWS-Fli inh 9, DENV2 CPE rescue -2 and Xi reactivation 0.3.
`Cc1ccc(/C=C/C(=O)Nc2ccc(Oc3ccccc3)cc2)o1` gave PAX8 inh HTS -8, GSIS activator -17, Xi reactivation 0.2 and ARNT-TACC3 inh 0.
O=C(C[C@H]1CC[C@H]2[C@@H](COC[C@H](O)CN2C(=O)c2ccncc2)O1)NCc1ccc(-c2ccccc2)cc1 was read as F508del corr 3.4, PAX8 inh HTS -30, GSIS activator 3, ERp5 block 1, EWS-Fli inh -21, DENV2 CPE rescue 7, Xi reactivation 0.3 and ARNT-TACC3 inh -53.
`CCCC(=O)N1CCC2(CC1)CN(C(=O)CC)[C@H](CO)c1c2c2ccc(OC)cc2n1C` gave F508del corr -1.9, GSIS activator -6, ERp5 block -5, EWS-Fli inh 5, DENV2 CPE rescue -7 and Xi reactivation 0.3.
`C[C@H](CO)N1C[C@H](C)[C@@H](CN(C)C(=O)Nc2ccc3c(c2)OCO3)Oc2ccc(NC(=O)CCCCCC(=O)Nc3ccccc3N)cc2CC1=O` gave F508del corr -0.6, PAX8 inh HTS 32, GSIS activator -5, ERp5 block 0, EWS-Fli inh 2, DENV2 CPE rescue 13, Xi reactivation 0.0 and ARNT-TACC3 inh 22.
Screening CCN(C(=O)COc1nc(C)cc(C)c1C#N)c1ccccc1 returned F508del corr -2.0, PAX8 inh HTS 3, GSIS activator -1, ERp5 block -7, EWS-Fli inh 3, DENV2 CPE rescue -4, Xi reactivation 0.3 and ARNT-TACC3 inh 7.
Screening COCC(=O)N(C[C@H]1N[C@H](CO)[C@@H]1c1ccc(-c2ccccc2)cc1)C(C)C returned F508del corr 1.1, PAX8 inh HTS -4, GSIS activator 7, ERp5 block 2, EWS-Fli inh -6, DENV2 CPE rescue 1, Xi reactivation 0.0 and ARNT-TACC3 inh 1.
Screening O=C(NCCN1CCOCC1)c1cc2cc([N+](=O)[O-])ccc2s1 returned PAX8 inh HTS -34, GSIS activator -6, Xi reactivation 0.1 and ARNT-TACC3 inh 5.
`CCOc1ccc(C(=O)CCC(=O)NC(C)C(=O)OC)cc1` (configuration not stated) gave F508del corr 1.9, PAX8 inh HTS -1, GSIS activator -15, ERp5 block -2, EWS-Fli inh -4, DENV2 CPE rescue 0, Xi reactivation 0.5 and ARNT-TACC3 inh 29.
Cc1ccc([C@H]2N[C@]3(CCCN(Cc4ccc(Cl)cc4)C3=O)[C@H]3C(=O)N(C)C(=O)[C@@H]23)cc1 was read as F508del corr 2.8, PAX8 inh HTS 3, ERp5 block 26*, EWS-Fli inh 8, DENV2 CPE rescue 4 and Xi reactivation 0.1.
`CC(=O)Nc1ccc(S(=O)(=O)N(C)CC(=O)OCC(=O)Nc2cc(C)on2)cc1` gave F508del corr -0.4, PAX8 inh HTS 2, GSIS activator 1, ERp5 block 2, EWS-Fli inh 3, DENV2 CPE rescue 8, Xi reactivation 0.3 and ARNT-TACC3 inh -5.
Screening COc1cccc(C#Cc2ccc([C@@H]3[C@H]4CN(C(=O)Cc5cccnc5)CC(=O)N4[C@H]3CO)cc2)c1 returned F508del corr 0.1, GSIS activator -8, ERp5 block 3, EWS-Fli inh 2, DENV2 CPE rescue 1 and Xi reactivation 0.0.
For O=C(O)c1nccnc1C(=O)Nc1ccccc1-c1ccccc1 the results were F508del corr -1.4, PAX8 inh HTS 6, EWS-Fli inh -13, DENV2 CPE rescue 9, Xi reactivation 0.0 and ARNT-TACC3 inh 1.
`O=C(Cc1ccc(Cl)cc1)N1CCc2ccccc2C1` gave F508del corr 2.2, PAX8 inh HTS -115, GSIS activator 9, ERp5 block 6, EWS-Fli inh -92, DENV2 CPE rescue -6, Xi reactivation -0.1 and ARNT-TACC3 inh -2.
Screening COc1ccc(-c2csc(NC(C)c3nc4cc(Cl)c(N5CCCCC5)cc4n3CCCO)n2)cc1 (configuration not stated) returned F508del corr -3.9, PAX8 inh HTS 3, GSIS activator -3, ERp5 block 6, EWS-Fli inh -3, DENV2 CPE rescue 5, Xi reactivation 0.1 and ARNT-TACC3 inh -6.

Fetched by compound from the entries so far:
For O=C(O)c1nccnc1C(=O)Nc1ccccc1-c1ccccc1 the results were F508del corr -1.4, PAX8 inh HTS 6, EWS-Fli inh -13, DENV2 CPE rescue 9, Xi reactivation 0.0 and ARNT-TACC3 inh 1.
Screening COc1ccc(-c2csc(NC(C)c3nc4cc(Cl)c(N5CCCCC5)cc4n3CCCO)n2)cc1 (configuration not stated) returned F508del corr -3.9, PAX8 inh HTS 3, GSIS activator -3, ERp5 block 6, EWS-Fli inh -3, DENV2 CPE rescue 5, Xi reactivation 0.1 and ARNT-TACC3 inh -6.

New compounds follow.
Screening CC(C)NC(=O)c1ccc(Cl)cc1Cl returned F508del corr 1.7, PAX8 inh HTS 11, GSIS activator 9, ERp5 block -2, EWS-Fli inh -2, DENV2 CPE rescue -4, Xi reactivation 0.0 and ARNT-TACC3 inh 6.
COCC#Cc1ccc2c(c1)O[C@H](CN(C)S(=O)(=O)c1cccc(F)c1)[C@@H](C)CN([C@H](C)CO)S2(=O)=O was read as F508del corr -2.3, GSIS activator 14, ERp5 block -7, EWS-Fli inh 18, DENV2 CPE rescue -1, Xi reactivation 0.0 and ARNT-TACC3 inh 5.
`N=C(c1ccc([N+](=O)[O-])cc1)N1CCCCC1` gave F508del corr -1.6, PAX8 inh HTS 23, GSIS activator 1, ERp5 block 1, EWS-Fli inh 1, Xi reactivation 0.2 and ARNT-TACC3 inh 34.
Screening Cc1ccc(NC(=O)c2cccnc2)cc1S(=O)(=O)N1CCOCC1 returned F508del corr 1.1, PAX8 inh HTS 3, GSIS activator -4, ERp5 block -7, EWS-Fli inh -5, DENV2 CPE rescue -4, Xi reactivation 0.6 and ARNT-TACC3 inh -3.
Screening O=C(COc1ccccc1Cl)NC(=S)Nc1ccc(CN2CCOCC2)cc1 returned F508del corr -0.5, PAX8 inh HTS -15, GSIS activator -5, ERp5 block 7, EWS-Fli inh -17, DENV2 CPE rescue 6, Xi reactivation 0.0 and ARNT-TACC3 inh 2.
Screening Cc1cc(C)c(C#N)c(SCC(O)COc2ccc(Br)cc2)n1 (configuration not stated) returned F508del corr -0.8, PAX8 inh HTS -15, GSIS activator -15, ERp5 block -2, EWS-Fli inh -12, DENV2 CPE rescue 2, Xi reactivation 0.1 and ARNT-TACC3 inh -28.
`C[C@@H]1NC(=O)OC1c1ccco1` (some centres not stated) gave F508del corr 4.5, PAX8 inh HTS -24, GSIS activator 16, ERp5 block 3, EWS-Fli inh -10, DENV2 CPE rescue 1, Xi reactivation 0.1 and ARNT-TACC3 inh -5.
For Cc1ccc(OCc2nc3ccccc3n2C)cc1 the results were F508del corr 0.0, PAX8 inh HTS -112, GSIS activator -1, ERp5 block -1, EWS-Fli inh -55, DENV2 CPE rescue -4, Xi reactivation 0.0 and ARNT-TACC3 inh -5.
CNc1ccc(-c2cc(OC)ccc2OC)cn1 was read as F508del corr -0.7, PAX8 inh HTS 2, GSIS activator 14, ERp5 block -4, EWS-Fli inh 5, DENV2 CPE rescue 5 and Xi reactivation 0.0.
COc1ccc(OC)c(C(=O)N2CCC(n3nccc3NC(=O)CC(C)C)CC2)c1 was read as F508del corr 0.5, PAX8 inh HTS -12, GSIS activator 22, ERp5 block 1, DENV2 CPE rescue 1, Xi reactivation 0.1 and ARNT-TACC3 inh -4.
For COc1ccc(NC(=O)c2ccc(C)cc2)cc1 the results were F508del corr 0.5, PAX8 inh HTS -32, GSIS activator 8, ERp5 block 3, EWS-Fli inh -11, DENV2 CPE rescue 3, Xi reactivation 0.2 and ARNT-TACC3 inh 4.
`CCC12CN3CCN(CC(C3)/C1=N\NC(=O)Nc1ccccc1)C2` gave PAX8 inh HTS 0, GSIS activator 10, Xi reactivation -0.1 and ARNT-TACC3 inh -1.
O=C(C[C@@H]1CC[C@H]2[C@@H](COC[C@@H](O)CN2S(=O)(=O)c2ccc(Cl)cc2)O1)N[C@@H]1CCN(Cc2ccccc2)C1 was read as F508del corr 1.6, PAX8 inh HTS 17, GSIS activator -7, ERp5 block -1, EWS-Fli inh 5, DENV2 CPE rescue -4, Xi reactivation 0.2 and ARNT-TACC3 inh -6.
Cc1cccc(S(=O)(=O)N2CCCCN3[C@H](CO)[C@H](c4ccc(C#CC5CC5)cc4)[C@@H]3C2)c1 was read as F508del corr -0.8, PAX8 inh HTS 13, GSIS activator 16, ERp5 block 4, EWS-Fli inh 0, DENV2 CPE rescue 0, Xi reactivation 0.3 and ARNT-TACC3 inh 1.
Screening CC(C)(C)c1ccc(C(=O)NNC(=O)Cc2ccccc2)cc1 returned F508del corr 0.3, GSIS activator -11, ERp5 block -3, EWS-Fli inh -14, DENV2 CPE rescue -1 and ARNT-TACC3 inh 9.
`O=C(Cc1cccc(NC(=O)C2CCN(C(=O)C3CCC3)CC2)c1)Nc1cccc(C(=O)N2CCCC2)c1` gave F508del corr 0.6, PAX8 inh HTS 8, GSIS activator -4, ERp5 block -5, EWS-Fli inh 2, DENV2 CPE rescue 14, Xi reactivation 0.1 and ARNT-TACC3 inh -2.
Screening O=C1[C@H](Cc2ccccc2)NCC=CC[C@H](c2ccc(Cl)cc2)N1Cc1ccccc1 returned F508del corr 0.7, PAX8 inh HTS 11, GSIS activator -10, ERp5 block -3, EWS-Fli inh -1, DENV2 CPE rescue 25*, Xi reactivation -0.1 and ARNT-TACC3 inh -33.
`Cc1ccn2cc(CCNC(=O)C3CCCCC3)nc2c1` gave F508del corr -5.1, PAX8 inh HTS -8, GSIS activator -5, ERp5 block 1, EWS-Fli inh -4, DENV2 CPE rescue -4, Xi reactivation 0.1 and ARNT-TACC3 inh -2.
`O=C(C1CCOCC1)N1CC(=O)N2[C@H](C1)[C@@H](c1ccc(C#Cc3cccc(F)c3)cc1)[C@@H]2CO` gave F508del corr 4.8, PAX8 inh HTS -5, GSIS activator -4, ERp5 block -3, EWS-Fli inh -7, DENV2 CPE rescue 8 and Xi reactivation 0.1.
For CC(C)C[C@H]1CNC(=S)N1CC1CCCN1C[C@H](CC(C)C)N1C[C@H](Cc2ccc(O)cc2)N(CC2CCCCCC2)C1=S (some centres not stated) the results were F508del corr 5.0, PAX8 inh HTS 1, ERp5 block 22, EWS-Fli inh 1, DENV2 CPE rescue 2, Xi reactivation 0.1 and ARNT-TACC3 inh 32.
Screening CCCN1C(=O)c2cc(C(=O)Nc3ccc(OC)cc3OC)ccc2C1Nc1ccc(OC)cc1OC (configuration not stated) returned F508del corr 1.2, PAX8 inh HTS 9, GSIS activator -4, ERp5 block 0, EWS-Fli inh -7, DENV2 CPE rescue 1, Xi reactivation 0.0 and ARNT-TACC3 inh -4.
CC1CCc2c(sc3ncn(CC(=O)N=Nc4c(O)[nH]c5ccccc45)c(=O)c23)C1 (configuration not stated) was read as F508del corr 1.3, PAX8 inh HTS 8, GSIS activator 3, ERp5 block 4, EWS-Fli inh 22, DENV2 CPE rescue -2, Xi reactivation -0.3 and ARNT-TACC3 inh -3.
For CCN(CC)CCNC(=O)Cn1c(=O)c2cccn2c2ccc(F)cc21 the results were F508del corr -1.0, PAX8 inh HTS -17, GSIS activator 0, ERp5 block 3, EWS-Fli inh -4, DENV2 CPE rescue 8, Xi reactivation 0.0 and ARNT-TACC3 inh -9.
`Cc1cnc(NC(=O)c2ccc(F)c(S(=O)(=O)N3CCOCC3)c2)s1` gave F508del corr 3.0, PAX8 inh HTS -15, GSIS activator 6, ERp5 block 0, EWS-Fli inh -11, DENV2 CPE rescue -1, Xi reactivation 0.1 and ARNT-TACC3 inh 6.
